SRC3 inh = inhibitors of human steroid receptor coactivator 3 (SRC3) | HEK293 GAL4-SRC3 luciferase reporter, luminescence | actives 0.17% (n = 360,000) | inhibition, % at 3.6 µM | Q9Y6Q9;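 active = inhibition above a per-campaign cutoff, the mean of all compounds plus 3 SD, cut at about 60% in these data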;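 note: 0% = DMSO-treated cells and 100% = gossypol-treated cells at 36 µM; higher means less SRC3-driven luciferase light from the GAL4 reporter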
LRH-1 inv ag = NR5A2 inverse agonism in reporter assay. inhibition, % at 3.6 µM. O00482. HEK293T StAR-luciferase reporter, LRH-1 transfected, 24 h. actives 0.13% (n = 360,000);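 active = inhibition above the mean inhibition of all tested compounds plus 3 SD, cut at about 73% in these data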;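 note: 0% = DMSO wells and 100% = reporter-only cells lacking LRH-1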
COUP-TFII inh = blocks human COUP-TFII nuclear receptor; P24468; inhibition, % at 8.6 µM; HEK293T NGFI-A luciferase reporter, luminescence; AID 686940; actives 0.7% (n = 370,000);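 active = inhibition above a per-plate cutoff, mean inhibition of test wells between control levels plus 3 SD, cut at about 38% in these data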;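 note: cells cotransfected with COUP-TFII expression vector driving the NGFI-A reporter; 0% = median of COUP-TF2 test wells and 100% = reporter-only cells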
TROY signal inh = TROY signaling inhibition; actives 0.98% (n = 360,000); Q293 LMP1-TROYcd NF-kB luciferase reporter, 4 h; inhibition, % at 10 µM;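 active = compounds whose plate-normalised and pattern-corrected inhibition of the luciferase reporter signal at the single screening dose is 50% or more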
NOD2 RIPK2 PPI = blocks binding of human NOD2 to RIPK2 | O43353 | CHO BLA complementation NOD2-RIPK2, CCF4 ratio | inhibition, % at 4.98 µM | actives 0.38% (n = 360,000) | AID 624267; in the data active = inhibition above about 21%;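 note: 0% = vehicle only and 100% = reference blocker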
SRC1 inh = inhibitors of human steroid receptor coactivator 1 (SRC1) | HEK293 GAL4-SRC1 luciferase reporter, luminescence | Q15788 | actives 0.12% (n = 360,000) | inhibition, % at 3.6 µM | AID 588354;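 active = inhibition above the campaign mean plus 3 SD, with each screening campaign given its own cutoff, cut at about 60% in these data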;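 note: 0% = DMSO treated cells and 100% = gossypol at 36 µM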
TLR9-MyD88 inh = TLR9-MyD88 interaction inhibition; CHO BLA complementation TLR9-MyD88, CCF4 FRET ratio; actives 0.21% (n = 340,000); AID 504734; inhibition, % at 4.98 µM; Q9NR96+Q99836;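 active = inhibition above the mean over all tested compounds plus 3 SD, cut at about 21% in these data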;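 note: 0% = DMSO only wells and 100% = clavulanate BLA inhibitor control wells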
Target sequence (Q99836 whole entry, looked up): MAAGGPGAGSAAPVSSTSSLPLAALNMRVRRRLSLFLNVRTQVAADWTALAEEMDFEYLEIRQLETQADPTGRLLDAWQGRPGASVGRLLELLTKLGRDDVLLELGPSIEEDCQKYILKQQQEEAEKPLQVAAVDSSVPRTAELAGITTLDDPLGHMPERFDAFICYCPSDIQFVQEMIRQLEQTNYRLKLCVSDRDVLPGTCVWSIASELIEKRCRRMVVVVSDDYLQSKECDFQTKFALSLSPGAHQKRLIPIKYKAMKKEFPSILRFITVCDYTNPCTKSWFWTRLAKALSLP
Target sequence (Q9NR96 whole entry, looked up): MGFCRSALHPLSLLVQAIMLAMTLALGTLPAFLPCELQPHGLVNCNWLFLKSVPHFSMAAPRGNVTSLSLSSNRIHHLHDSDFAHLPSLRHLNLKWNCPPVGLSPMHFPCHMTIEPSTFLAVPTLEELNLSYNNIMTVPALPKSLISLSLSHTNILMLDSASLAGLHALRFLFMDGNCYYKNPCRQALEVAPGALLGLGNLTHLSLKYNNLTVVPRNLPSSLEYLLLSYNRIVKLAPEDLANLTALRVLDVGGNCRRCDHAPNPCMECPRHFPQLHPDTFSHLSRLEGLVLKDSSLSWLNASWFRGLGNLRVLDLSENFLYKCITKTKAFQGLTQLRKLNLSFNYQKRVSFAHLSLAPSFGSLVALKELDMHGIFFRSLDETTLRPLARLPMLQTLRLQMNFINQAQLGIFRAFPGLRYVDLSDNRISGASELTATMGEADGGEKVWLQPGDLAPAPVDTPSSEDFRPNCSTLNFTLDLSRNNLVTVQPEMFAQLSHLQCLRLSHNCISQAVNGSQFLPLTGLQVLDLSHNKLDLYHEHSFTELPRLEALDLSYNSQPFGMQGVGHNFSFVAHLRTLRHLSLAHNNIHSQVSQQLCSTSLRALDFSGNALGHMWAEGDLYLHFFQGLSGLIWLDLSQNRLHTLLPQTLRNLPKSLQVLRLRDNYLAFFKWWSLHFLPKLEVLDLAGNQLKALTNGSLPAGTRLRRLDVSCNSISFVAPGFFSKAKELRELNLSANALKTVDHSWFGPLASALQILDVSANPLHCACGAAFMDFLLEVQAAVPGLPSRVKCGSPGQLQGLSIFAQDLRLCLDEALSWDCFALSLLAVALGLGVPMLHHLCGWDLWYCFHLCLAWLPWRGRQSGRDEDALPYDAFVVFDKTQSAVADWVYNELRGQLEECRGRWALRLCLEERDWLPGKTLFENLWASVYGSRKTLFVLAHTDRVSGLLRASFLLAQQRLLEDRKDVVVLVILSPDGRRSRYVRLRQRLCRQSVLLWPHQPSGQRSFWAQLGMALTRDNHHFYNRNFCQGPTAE
ABHD5-PLIN5 inh = blocks binding of human ABHD5 to perilipin-5; Q00G26+Q8WTS1; Split G. princeps luciferase complementation, luminescence, 4 h; inhibition, % at 4 µM; actives 0.78% (n = 360,000); AID 602281;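 active = inhibition above the mean inhibition across every tested compound plus 3 SD, cut at about 22% in these data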;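 note: 0% = DMSO only wells and the 100% control is not disclosed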
Exocytosis inh = blocks lytic granule exocytosis; TALL-104 LAMP-1 surface exposure, flow cytometry; cells stimulated with thapsigargin and PMA; inhibition, % at 10 µM; actives 0.66% (n = 360,000);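 active = inhibition above about 55%, limit read from the data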
TWEAK-Fn14 inh = blocks TWEAK-Fn14 interaction in a reporter cell assay; actives 2% (n = 360,000); inhibition, % at 10 µM; TWEAK-stimulated Fn14 reporter cells, luciferase luminescence, 8 h; AID 1159606; in the data active = inhibition above about 50%
SRC2 inh = human SRC2 (NCOA2) inhibition. Q15596. HEK293 GAL4-SRC2 luciferase reporter, luminescence. inhibition, % at 9 µM. actives 0.17% (n = 370,000). AID 651957;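 active = inhibition above the mean inhibition of all tested compounds plus 3 SD, set per campaign, cut at about 52% in these data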;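 note: 0% = DMSO treated cells and 100% = cells given Gossypol at 36 µM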
An asterisk follows results filed as active; · = not tested or not shown. A portion of the library; rates above refer to the full screens.

SMILES	SRC3 inh	LRH-1 inv ag	COUP-TFII inh	TROY signal inh	NOD2 RIPK2 PPI	SRC1 inh	TLR9-MyD88 inh	ABHD5-PLIN5 inh	Exocytosis inh	TWEAK-Fn14 inh	SRC2 inh
CCC(C)N(C(=O)c1csnn1)C(C(=O)NCc1ccc(F)cc1)c1ccccc1 (stereo not given)	-6	-26	-5	8	-1	8	-12	-4	27	17	3
N#Cc1ccccc1NC(=O)CN1CCN(c2ccccn2)CC1	-12	6	7	-11	-3	-22	-11	-6	-7	-2	13
CCc1cccc(C)c1NC(=O)COC(=O)C(NS(=O)(=O)c1ccc(Cl)cc1)C(C)O (stereo not given)	25	0	-20	15	-11	-2	5	-1	5	2	-8
CCn1ccnc1CN1CCc2c([nH]c3ccccc23)C1C1CCCCC1 (stereo not given)	8	-7	19	-10	-11	-6	-6	-2	27	6	-8
CC(CCc1ccc(O)cc1)NCc1ccc(Br)cc1 (stereo not given)	-9	-2	-17	20	-2	-7	-9	1	1	-14	-21
O=C(NCC1CCCO1)C(=O)N/N=C\c1ccc2c(c1)OCO2 (stereo not given)	1	-6	-10	-2	-10	-39	-1	-9	0	3	-10
N=c1sccn1CC(=O)Nc1cccc(Oc2ccccc2)c1	10	-5	4	-12	13	11	11	10	-2	29	3
CCCCN(C(=O)COC(=O)CSc1cc(C)c2ccccc2n1)c1c(N)n(CCC)c(=O)[nH]c1=O	13	-18	12	-1	-3	0	3	-3	-6	-3	8
CCOc1ccccc1NC(=O)c1cccc(NC(=O)c2ccco2)c1	-8	-6	11	-15	6	-6	2	1	0	88*	-26
Cc1ccc2nc3c(cc(C(=O)NCCc4ccccc4)c(=N)n3CCN3CCOCC3)c(=O)n2c1	-9	-5	·	-7	-19	-9	-8	-3	24	31	·
CC(=O)c1ccc(NC(=O)C2CCCO2)cc1 (stereo not given)	-25	-19	-10	-16	-5	-11	-5	1	-3	3	8
O=C(Nc1ccccc1Cl)c1cc(C2CCCCN2C(=O)c2ccccc2)on1 (stereo not given)	-6	-27	17	9	6	-2	·	-7	0	-20	-25

An excerpt from above, showing only SRC1 inh.
| mol | SRC1 inh |
| --- | --- |
| CCc1cccc(C)c1NC(=O)COC(=O)C(NS(=O)(=O)c1ccc(Cl)cc1)C(C)O (stereo not given) | -2 |
| CCn1ccnc1CN1CCc2c([nH]c3ccccc23)C1C1CCCCC1 (stereo not given) | -6 |
| CC(CCc1ccc(O)cc1)NCc1ccc(Br)cc1 (stereo not given) | -7 |

Going on with the list:
SMILES	SRC3 inh	LRH-1 inv ag	COUP-TFII inh	TROY signal inh	NOD2 RIPK2 PPI	SRC1 inh	TLR9-MyD88 inh	ABHD5-PLIN5 inh	Exocytosis inh	TWEAK-Fn14 inh	SRC2 inh
Cc1ccc2oc(C(=O)NC3CCS(=O)(=O)C3)c(C)c2c1 (stereo not given)	6	-6	-6	-8	-6	-19	0	2	14	-8	-7
Cc1cccc(OCCn2c(=S)[nH]c3ccccc32)c1	12	0	-8	-2	-6	1	4	-11	4	-13	14
CC(C(=O)OCC(=O)c1ccccc1)N1C(=O)C2C3CCC(C3)C2C1=O (stereo not given)	-12	4	11	-14	9	10	-10	-6	0	4	0
Cc1ccc(O)c(C(=O)c2cc(C#N)c3nc4ccccc4n3c2)c1	16	-19	-5	7	-17	-17	-4	-7	-4	33	-1
CSc1ccc(/C=N\NC(=O)COc2ccc(Cl)cc2Br)cc1	-2	11	-2	-21	3	-17	-14	5	-1	-29	-14
CCCNC(=O)C1(C)CCN(C(=O)COCc2ccccc2)C1 (stereo not given)	-5	-14	-5	0	8	-5	·	-1	2	-1	-29
Cc1ccc(CS(=O)(=O)CCC(=O)NCCC(C)C)cc1	10	6	2	15	-2	-11	6	-2	0	-1	3
CCc1ccc(NC(=O)CSc2nccn(-c3ccc4c(c3)OCCO4)c2=O)cc1	-40	-22	7	11	1	-20	-9	-25	-3	-13	-28
CC(C)Cc1cc(C(=O)N2CCCC(CO)(Cc3ccc(F)cc3)C2)no1 (stereo not given)	14	-14	5	-9	3	6	-50	4	-3	-8	-8
O=c1cc(-c2ccccc2)n(S(=O)(=O)c2ccccc2)o1	-6	-5	-18	-6	2	11	8	-3	-2	-6	-15
CC1=C(C(=O)OC2CCCCC2)C(c2cccs2)n2c(nc3ccccc32)N1 (stereo not given)	11	16	-13	2	-4	-3	4	-5	0	28	-17
CN(CCc1nc2ccccc2[nH]1)Cc1nc(CC2CC2)no1	11	19	-28	-11	-5	-7	7	3	0	-14	-26

At a glance, some entries already given.
SMILES	SRC3 inh	LRH-1 inv ag	COUP-TFII inh	TROY signal inh	NOD2 RIPK2 PPI	SRC1 inh	TLR9-MyD88 inh	ABHD5-PLIN5 inh	Exocytosis inh	TWEAK-Fn14 inh	SRC2 inh
CCC(C)N(C(=O)c1csnn1)C(C(=O)NCc1ccc(F)cc1)c1ccccc1 (stereo not given)	-6	-26	-5	8	-1	8	-12	-4	27	17	3
N#Cc1ccccc1NC(=O)CN1CCN(c2ccccn2)CC1	-12	6	7	-11	-3	-22	-11	-6	-7	-2	13

(more compounds)
SMILES	SRC3 inh	LRH-1 inv ag	COUP-TFII inh	TROY signal inh	NOD2 RIPK2 PPI	SRC1 inh	TLR9-MyD88 inh	ABHD5-PLIN5 inh	Exocytosis inh	TWEAK-Fn14 inh	SRC2 inh
O=C(O)COCC(=O)Nc1ccc2c(c1)CCC2	14	5	4	-9	-8	-16	-2	-5	1	-4	-17
CN(C)S(=O)(=O)c1cccc(NC(=O)COc2ccc(C(=O)c3ccccc3)cc2)c1	0	10	29	23	4	15	-14	0	58*	48	13
COc1ccc(S(=O)(=O)NCCOc2ccccc2)cc1C	-1	20	-4	-3	-7	-11	-9	8	1	-25	-14
O=C(NNc1ccc([N+](=O)[O-])cc1)c1ccccc1F	3	3	-7	21	-8	22	9	-1	-1	12	-12
CCCCCn1c(=O)[nH]c2cc(C(=O)Nc3ccc(OC)cc3)ccc2c1=O	-38	-6	·	0	1	9	-10	-2	19	9	·
CCCC(=O)Nc1ccc(C(=O)NNC(=O)COc2ccc(Br)c(C)c2)cc1	6	15	4	-2	0	15	-2	6	2	-24	5
CCCn1nc(C(=O)NNC(=O)c2ccc(OC(F)F)cc2)c2ccccc2c1=O	-8	22	-9	-3	-8	9	-10	-3	1	-8	7
CC(=O)c1c(C)[nH]c(C(=O)OCC(=O)N(C)c2c(N)n(Cc3ccccc3)c(=O)[nH]c2=O)c1C	17	4	0	19	5	-11	-2	0	-6	2	2
Cc1csc(N/N=C/c2ccc(O)c([N+](=O)[O-])c2)n1	-10	9	-8	5	-1	-13	6	-6	-1	9	-15
CC(=O)C1=C(O)CCCC1=NCc1nc2ccccc2[nH]1	15	7	5	16	-7	3	-16	3	-1	-6	3
CC1(c2nnc(-c3ccncc3)o2)CC(c2ccc(Cl)cc2)=NO1 (stereo not given)	27	26	23	13	-6	15	-14	-8	2	-3	24
CCCCn1c(N)c(N(CC)C(=O)/C=C/c2ccco2)c(=O)[nH]c1=O	8	10	3	15	-2	2	-2	0	0	-7	9

The list goes on; the last seven above are carried over.
SMILES	SRC3 inh	LRH-1 inv ag	COUP-TFII inh	TROY signal inh	NOD2 RIPK2 PPI	SRC1 inh	TLR9-MyD88 inh	ABHD5-PLIN5 inh	Exocytosis inh	TWEAK-Fn14 inh	SRC2 inh
CCCC(=O)Nc1ccc(C(=O)NNC(=O)COc2ccc(Br)c(C)c2)cc1	6	15	4	-2	0	15	-2	6	2	-24	5
CCCn1nc(C(=O)NNC(=O)c2ccc(OC(F)F)cc2)c2ccccc2c1=O	-8	22	-9	-3	-8	9	-10	-3	1	-8	7
CC(=O)c1c(C)[nH]c(C(=O)OCC(=O)N(C)c2c(N)n(Cc3ccccc3)c(=O)[nH]c2=O)c1C	17	4	0	19	5	-11	-2	0	-6	2	2
Cc1csc(N/N=C/c2ccc(O)c([N+](=O)[O-])c2)n1	-10	9	-8	5	-1	-13	6	-6	-1	9	-15
CC(=O)C1=C(O)CCCC1=NCc1nc2ccccc2[nH]1	15	7	5	16	-7	3	-16	3	-1	-6	3
CC1(c2nnc(-c3ccncc3)o2)CC(c2ccc(Cl)cc2)=NO1 (stereo not given)	27	26	23	13	-6	15	-14	-8	2	-3	24
CCCCn1c(N)c(N(CC)C(=O)/C=C/c2ccco2)c(=O)[nH]c1=O	8	10	3	15	-2	2	-2	0	0	-7	9
CCOc1ccc(OCC)c(NC(=O)C2CCCN(S(=O)(=O)c3cccs3)C2)c1 (stereo not given)	-1	6	17	7	-7	3	-3	7	-2	25	20
CCOC(=O)c1cc(C)sc1NC(=O)C1CCC1	-4	9	2	12	-11	-5	5	-10	-2	14	14
Cc1c(C)n(-c2ccccc2)c2ncnc(NCCCN(C)C)c12	11	-12	5	-24	-1	-6	-15	-3	17	9	-21
O=C(CCCSc1nnnn1-c1cccc2ccccc12)c1ccc(F)cc1	6	5	3	22	2	3	-2	-7	-1	29	10
Cc1cccc(C(=O)Nc2cccc(OCC(=O)O)c2)c1	-17	-6	-7	-16	-1	-11	-5	1	-3	7	20
N#CCC(=O)Nc1ccc(C(=O)OCC(=O)NC2CCCc3ccccc32)cc1 (stereo not given)	-4	9	-9	10	-1	-34	-4	6	-5	-1	-18
COc1ccc(C2NC(=O)c3ccccc3N2)c(OC)c1OC (stereo not given)	1	-13	-8	4	9	-5	-2	11	6	-5	-2
COC(=O)c1cc(COC(=O)c2nc3nc(C)cc(C)n3n2)oc1C	-1	0	2	8	6	-6	2	-3	0	0	-4
COc1ccc(N(CC(=O)NC2CCCC2)C(=O)Cn2nnc(-c3ccc(C)o3)n2)cc1	0	17	1	-1	-2	0	-13	-1	-1	-12	4
N=C1c2ccccc2CN1NC(=O)COc1ccc(Cl)cc1	-16	8	17	-17	-4	5	2	3	-1	-8	-6
O=C(COc1ccc(Cl)cc1Br)N1CCN(c2ccccc2)CC1	15	-21	-3	-35	6	2	9	-1	-1	-15	4
Cc1ccc(NS(=O)(=O)c2ccc(-c3cnc(C4CC4)o3)cc2)cc1	9	23	16	26	2	-11	-9	-1	4	24	-22
COc1ccc(C=Nc2ccc3[nH]ncc3c2)c(O)c1	13	1	-8	16	-8	-24	6	-2	0	2	11
CCOc1ccc(C(=O)NCC(=O)OCC(=O)N2C(C)CCCC2C)cc1 (stereo not given)	-6	5	-10	-19	-6	-5	-1	-1	0	1	19
COc1cccc(C(=O)NCC2(c3ccccc3)CCCC2)c1OC	14	5	45*	-4	0	17	-4	8	11	-5	-1
COCCn1c(=O)[nH]c(=O)c2c1nc(-c1cc(Br)c3c(c1)OCO3)n2Cc1ccccc1	2	3	-11	22	-1	-7	2	0	-2	-2	-29
Cc1ccnn1Cc1cc(C(=O)O)c2ccccc2n1	1	2	-2	8	1	-3	-11	2	1	1	-10
CCn1c(COc2ccc(=O)n(-c3ccccc3)n2)nnc1SCc1cccc(OC)c1	-1	1	11	-2	-3	3	1	-1	4	10	-27
CCOc1cc(/C=C2\CCCc3c2nc2ccccc2c3C(=O)O)ccc1OC	8	-4	21	-5	-14	-2	-8	-2	-7	11	-11
CCOC(=O)c1cc(-c2ccncc2)nc2c1c(C)nn2-c1ccccn1	12	50	-15	-39	3	-1	0	4	-2	-22	9
